High-throughput results (PubChem)
APJ agonist: activates the human apelin receptor APJ; P35414; CHO-K1 APJ PathHunter beta-arrestin, luminescence; 0% DMSO wells, 100% apelin; activation, % at 20 µM; actives 0.11% (n = 330,000);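 active = activation more than six SD over the plate average, tested at 20 µM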;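 note: 0% = DMSO alone and 100% = apelin-13 at 10 nM; some results filed as inactive read as strong as hits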
Target sequence (P35414 whole entry, looked up): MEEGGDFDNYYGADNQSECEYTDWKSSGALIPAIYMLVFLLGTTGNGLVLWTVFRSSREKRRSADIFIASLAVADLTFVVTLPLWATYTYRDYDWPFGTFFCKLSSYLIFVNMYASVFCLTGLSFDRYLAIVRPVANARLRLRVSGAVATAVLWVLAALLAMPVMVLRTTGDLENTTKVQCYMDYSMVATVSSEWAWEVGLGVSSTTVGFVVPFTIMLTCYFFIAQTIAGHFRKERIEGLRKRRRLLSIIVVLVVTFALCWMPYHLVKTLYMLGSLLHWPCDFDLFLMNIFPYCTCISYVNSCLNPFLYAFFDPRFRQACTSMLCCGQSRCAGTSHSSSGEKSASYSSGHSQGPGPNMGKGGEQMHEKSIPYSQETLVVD
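Test system – PathHunter CHO-K1 APJ (AGTRL-1) beta-arrestin reporter cells · Input – 1000 cells/well · Compound – single test compound dose, 20 µM final, 1% DMSO · Times – compound stimulation 90 min at 25 °C, detection 60 min · Technique – beta-gal luminescence · Read-out basis – APJ–arrestin association signal · Control set – negative DMSO alone, positive Apelin-13 at 10 nM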
MIN6 prolif: induces beta-cell replication in MIN6 cells | actives 0.29% (n = 330,000) | proliferation, % at 10 µM | MIN6 cells proliferation, ATPlite luminescence, 48 h; cells starved in 0.2% serum; 100% = growth in 10% serum | AID 2380;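 active = compounds whose signal lies at least 3.5 SD above the mean of all wells on their plate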;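 note: 0% = DMSO-treated cells in low-serum medium and 100% = 10% serum control; some compounds called inactive have numbers as strong as hits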
tim10-1 inh: growth inhibitors of tim10-1 mutant yeast. S. cerevisiae tim10-1 ts strain growth, BacTiter-Glo, 24 h. inhibition, % at 20 µM. actives 2.2% (n = 330,000);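 active = inhibition of at least 40%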;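 note: mutant grown at 25 °C; 0% = DMSO wells with yeast and 100% = wells holding no yeast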
APJ antagonist: antagonists of human APJ apelin receptor; inhibition, % at 20 µM; P35414; actives 0.32% (n = 330,000); CHO-K1 APJ beta-arrestin complementation, luminescence; AID 2521;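 active = inhibition above about 40% at 20 µM, limit read from the data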;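 note: cells challenged with 10 nM apelin-13 agonist together with compound; plate controls were apelin-13 plus DMSO wells for no effect and DMSO wells lacking apelin-13 for full effect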
MPTP block: permeability transition pore inhibition; isolated mouse mitochondria, Ca2+ swelling absorbance, 30 min; AID 602449; inhibition, % at 10 µM; actives 1.4% (n = 360,000);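 active = inhibition of 50% or more, scaled per plate between neutral and stimulator controls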;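 note: 0% = DMSO wells given calcium and 100% = 1 mM EGTA wells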
tim23-1 inh: tim23-1 yeast growth inhibition. actives 1.3% (n = 330,000). inhibition, % at 20 µM. S. cerevisiae tim23-1 growth, BacTiter-Glo luminescence, 24 h;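 active = growth inhibition of the mutant yeast at or above 50%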;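 note: temperature-sensitive mutant grown at 25 °C; plate controls were DMSO-treated mutant yeast for no effect and medium wells lacking yeast for full effect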
NALP3 yeast inh: NALP3 inhibition in yeast; inhibition, % at 10 µM; actives 0.39% (n = 330,000); Yeast reconstituted NLRP3/ASC/caspase-1, beta-gal luminescence, 24 h;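 active = inhibition of 50% or more; inactive = inhibition below 50%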;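 note: plate controls were induced DMSO wells for no effect and uninduced yeast grown without galactose for full effect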
GRIN3A LBD mod: modulators (binders) of human NR3A ligand-binding domain. NR3A LBD differential scanning fluorimetry, Tm shift; 0% = protein alone, 100% = glycine-bound protein. Tm shift relative to glycine control, % at 25 µM. actives 2.5% (n = 340,000). AID 1259313;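 active = melting temperature shift of at least 10% of the positive control shift, at one fixed dose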
TIM10 inh: growth inhibitors of TIM10 yeast strain; AID 463195; inhibition, % at 10 µM; actives 1.4% (n = 330,000); S. cerevisiae TIM10 strain growth, BacTiter-Glo luminescence, 24 h;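 active = inhibition of 40% or more at the single tested concentration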;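 note: wild-type TIM10 isogenic control strain grown at permissive 25 °C; 0% = DMSO yeast wells and 100% = minimal medium wells without yeast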
* marks the source's active call; other numbers are inactive results; . = not tested or not shown. Rows were taken by chance; about 7.2% have a hit in one of these screens.

Value order: APJ agonist	MIN6 prolif	tim10-1 inh	APJ antagonist	MPTP block	tim23-1 inh	NALP3 yeast inh	GRIN3A LBD mod	TIM10 inh
> Cc1cc2ncc(-c3cccc(Cl)c3)cn2n1
    -5	1	18	10	0.5	19	-5	0	-1
> NCCCCCc1nnc(SCc2ccc(Cl)c(Cl)c2)o1
    -5	-4	6	16	-3.8	4	29	1	17
> CCOc1ccc(S(=O)(=O)N2CCCC(C(=O)N3CCOCC3)C2)cc1C (centres undefined)
    -1	-1	21	8	-0.6	18	7	2	14
> COC(=O)c1cc2c(ccn2-c2ccc(F)cc2)n1CC(C)C
    -3	-6	12	12	1.3	2	12	0	-8
> CCOc1ccc2[nH]c(=O)c(C(c3nnnn3C3CCCCC3)N3CCN(CC)CC3)cc2c1 (centres undefined)
    -3	-1	12	18	4.6	8	-8	-3	20
> CC(=O)Nc1cccc(N2C(=O)CC(N3CCC(C(=O)N4CCCCC4)CC3)C2=O)c1 (centres undefined)
    2	0	6	6	-0.4	-5	33	-2	-4
> COCCCNC(=O)Cn1cc2c(n1)CCC(C)C2 (centres undefined)
    -4	0	9	6	0.4	15	21	-1	9
> CN1CCN(C(c2cc3cc4c(cc3[nH]c2=O)OCCO4)c2nnnn2C2CCCC2)CC1 (centres undefined)
    -3	-3	13	-13	.	0	15	.	10
> O=C(O)c1cccc(S(=O)(=O)N2CCN(c3ccccn3)CC2)c1
    -2	0	-13	-2	0.3	-17	13	-1	-8
> CCCc1cc(=O)[nH]c(SCC(=O)c2cc(C)n(CCOC)c2C)n1
    -5	-1	9	-14	0.2	10	10	0	-2
> COc1cc(/C=C/c2noc(-c3ccccc3O)n2)cc(OC)c1OC
    -3	0	16	7	0.6	-5	-1	-1	-11
> O=C(Cc1ccccc1)Nc1ccc(S(=O)(=O)N2CCOCC2)cc1
    0	0	-10	-13	1.3	10	18	-2	18
> CCOC(=O)c1cc(=O)c2c([N+](=O)[O-])ccc(OC)c2o1
    -3	0	13	14	0.6	10	-1	-2	6
> CCOC(=O)/C=C/[C@H]1CC2(CCO1)SCCCS2
    -3	0	-2	0	0.4	7	10	-4	0
> O=C(N/N=C/c1ccc(OC(F)F)cc1)C1=COCCO1
    -2	-1	-4	-20	0.2	0	13	-5	-7
> O=C(NCCCc1ccccc1)c1ccc(CS(=O)Cc2ccccc2Cl)o1 (centres undefined)
    0	3	10	-3	-0.8	4	13	-3	-2
> CC(=O)Nc1ccc(NC(=O)c2cc(=O)c3ccc(C)cc3o2)cc1
    -4	0	-2	16	0.6	2	2	-2	2
> Cc1noc(C)c1S(=O)(=O)Nc1ccccc1Cl
    4	-4	29	15	0.7	29	19	-3	17
> Cc1cc(C)c2c(c1)/C(=N/Nc1ccc(S(N)(=O)=O)cc1[N+](=O)[O-])CCC2
    1	-4	1	-7	10	-5	-1	0	-28
> NC(=O)C1=C[C@H](c2ccc3c(c2)OCO3)C[C@H](OCc2ccc(CO)cc2)O1
    7	-1	-7	-43	0.2	8	4	3	-3
> O=C(Nc1ccc(Cl)cc1)OCc1cncs1
    -2	3	0	-2	9.3	15	14	-5	4
> COc1ccc(CCN(Cc2cccs2)S(=O)(=O)c2ccc(S(=O)(=O)N(C)C3CCCCC3)cc2)cc1OC
    -3	-1	2	8	2.6	8	3	0	15
> Cc1ccc(SCCNC(=O)c2ccccc2C)cc1
    -6	0	23	17	0.1	38	27	0	9
> C=CCn1cnc2c(nnn2-c2ccc(C)c(C)c2)c1=O
    -5	-2	19	8	-0.1	-2	6	-1	24
> CCOC(=O)/C=C1\CN(CCC(C)C)S(=O)(=O)c2ccccc21
    -3	6	13	9	-0.2	22	4	-1	1
> CC(NC(=O)c1ccc([N+](=O)[O-])o1)C1CC2CCC1C2 (centres undefined)
    8	-7	75*	-17	-2.9	62*	15	1	63*
> CC1CCCCN1S(=O)(=O)c1cnc(Cl)c(Br)c1 (centres undefined)
    -2	-5	-18	7	0.4	4	55*	-1	-56
> CCOC(=O)CCC(=O)N1CCOCCOCCN(C(=O)CCC(=O)OCC)CCOCCOCC1
    -2	-1	4	-3	0.5	6	-7	-2	9
> O=c1c(Br)c(NCc2ccccc2)cnn1-c1ccc(F)cc1
    0	0	3	-16	-2.6	46	28	0	22
> Cc1ccc(-n2c(-c3c(-c4ccccc4)noc3C)n[nH]c2=S)cc1
    -3	-1	12	12	-1.6	15	7	1	-2
> c1ccc(-c2ccc(-c3ccccn3)s2)nc1
    3	-3	6	4	3.0	49	52*	7	7
> O=C(Nc1ccccc1F)c1ccc(CN2CCN(c3ccccc3)CC2)cc1
    -1	-3	17	0	-1.4	16	13	2	9
> O=C(COC(=O)c1cc(=O)[nH]c(=O)[nH]1)NCc1ccccc1
    -2	0	-3	4	1.0	-3	14	2	-9
> CCOC(=O)c1sc(C)c2c(=O)n(Cc3ccc(Cl)cc3)cnc12
    -3	1	-14	-4	2.4	-5	9	-2	-5
> C#CCOc1nc(C)cc(C)c1S(=O)(=O)c1ccccc1C
    -2	2	29	12	0.7	23	-11	0	27
> CS(=O)(=O)N1CCN(C(=O)c2cc(-c3ccncc3)nc3ccc(Cl)cc23)CC1
    0	1	12	6	-4.8	9	-12	0	-4
> O=C1CCSc2ccc(Cl)cc2N1Cc1cccc(Cl)c1
    -2	-3	22	-1	0.1	32	6	-3	5
> O=C(NCCc1ccc(Cl)cc1)C1CCC(=O)N1Cc1ccc(F)cc1 (centres undefined)
    -5	3	6	10	-1.3	11	32	-1	-15
> CC[C@]12c3[nH]c4cc(CCC(=O)N(C)C)ccc4c3CCN1C(=O)[C@@H](CC(=O)NCCCOC)C[C@@H]2C(=O)N1CCN(C(=O)c2ccco2)CC1
    .	.	-2	.	-0.3	31	.	0	11
> C=CC[C@@H](CC(=O)N(CCO)Cc1ccccc1)C(=O)N[C@H](COC(=O)[C@@H](CC=C)CC(=O)OC(C)(C)C)Cc1c[nH]c2ccccc12
    -3	-6	5	6	1.2	15	18	-13	8
> Nc1nonc1-n1nnc(C(=O)N/N=C/c2ccccc2)c1CSc1ccc(Cl)cc1
    -3	1	14	2	9.3	12	-10	30*	13
> O=C1c2cccnc2C(=O)N1Cc1ccc(S(=O)(=O)N2CCN(c3ccc(Cl)cc3)CC2)cc1
    0	-3	2	-2	-0.9	-14	17	5	-4
> COc1ccc(NS(=O)(=O)c2ccc3c(c2)CCN3C(=O)CCC(=O)O)cc1OC
    -3	-1	16	1	1.9	8	0	2	-3
> O=C(CSc1nc2ccccc2n1CC(=O)N1CCCC1)NCc1ccc2c(c1)OCO2
    -6	0	-6	4	0.0	-2	6	1	-4
> O=C(Nc1ccncc1)c1ccc2ncsc2c1
    0	2	-21	-35	0.3	-23	7	-2	-10
> O=S(NC1CCCCC1)C12CC3CC(CC(C3)C1)C2 (centres undefined)
    -4	-1	33	-7	-0.6	33	26	0	22
> CN(CC(=O)Nc1ccc(N2CCOCC2)cc1)CC(=O)Nc1ccc(N2CCOCC2)cc1
    -3	-2	-9	6	1.2	9	-3	4	-10
> COc1cccc(C(c2c(NC(=O)c3ccccc3)sc(C)c2C)N2CCN(C)CC2)c1 (centres undefined)
    -4	-3	38	-4	-0.1	31	1	-2	27
> C=CCC[C@H](Cc1ccc(F)cc1)C(=O)OC[C@H](Cc1c[nH]c2ccccc12)NC(=O)[C@H](CC=C)CC(=O)NCCO
    -1	-6	23	-1	1.5	26	5	-3	12
> CC(=O)Oc1ccc(Cn2cnc3cc4ccccc4cc32)cc1
    0	-4	-4	-6	6.6	17	19	-1	-21
> Cc1nnc(N(C)C(=O)c2ccc3c(c2)OCO3)s1
    0	-3	16	-1	-0.5	12	4	-2	8
> O=C1c2ccccc2C(Nc2cccnc2)N1Cc1ccccc1Cl (centres undefined)
    -6	-3	6	19	1.8	0	2	1	5
> CC1(C)C2CCC(C2)C1(C)NC(=O)CN1CCCC1 (centres undefined)
    -3	0	5	-17	-0.1	11	-2	1	1
> Cc1ccc(CN(C)C(=O)c2cc(S(=O)(=O)N3CCOCC3)ccc2F)o1
    0	4	7	-6	-0.2	-2	11	0	3
> Cc1cc(C(=O)CC#N)c(C)n1-c1c(C)n(C)n(-c2ccccc2)c1=O
    -2	-1	3	9	0.4	-3	4	2	4
> COc1cc(COc2ccc3c(C)c(CCC(=O)O)c(=O)oc3c2)cc(OC)c1OC
    -2	-1	5	8	-0.7	3	13	-3	15
> CCOC(=O)c1ccc(NC(=S)Nc2ccc3[nH]c(=O)[nH]c3c2)cc1
    -7	1	-14	-29	74*	3	0	1	-1
> COc1ccc(CCC(N)=O)cc1OC
    0	-2	-9	9	2.0	-1	6	-5	10
> c1cc(-c2nn[nH]n2)ccc1CN1CCCCC1
    -2	2	-2	23	-9.4	-2	-11	1	1
> Cc1ccc(S(=O)(=O)/N=C(/Nc2ccc(F)cc2F)c2ccccc2)cc1
    1	12	24	21	-1.1	27	20	2	10

Continued.
Value order: APJ agonist	MIN6 prolif	tim10-1 inh	APJ antagonist	MPTP block	tim23-1 inh	NALP3 yeast inh	GRIN3A LBD mod	TIM10 inh
> COc1ccc(S[C@@H](CCN2CC[C@H](C)CCC2=O)c2ccccc2)cc1
    -3	-6	17	-9	0.1	37	19	-3	30
> CCOc1ccc(CCNC(=O)CSCC(=O)Nc2ccc(OC)cc2)cc1OCC
    -5	-1	2	0	0.0	9	11	-1	3
> COC(=O)C/C=C/[C@@H](C)[C@@H](/C=N/OC[C@H]1O[C@H](c2ccccc2)C=C[C@@H]1Oc1ccc(OC)cc1)NS(=O)(=O)c1ccc(C)cc1
    8	-7	20	29	.	-4	-6	.	-9
> COc1ccc(C(C)=O)cc1COc1ccccc1[N+](=O)[O-]
    -5	-1	16	4	1.3	-8	33	0	20
> C=C(C)CN(CC)C(=O)CSc1nc2ncc(Cl)cc2[nH]1
    0	-3	24	8	0.3	15	4	1	-2
> COc1ccc(Cl)cc1NC(=O)C1CCCN(c2ncnc3c2nc2n3CCCCC2)C1 (centres undefined)
    -2	1	56*	2	-2.0	36	11	-15	24
> Cc1nnc(NC(=O)C2CCN(c3cnccn3)CC2)s1
    -1	-2	16	15	-1.5	4	16	1	-18
> O=C(NCC1CCCCC1)c1cc(S(=O)(=O)N2CCCCC2)ccc1N1CCOCC1
    -1	-1	23	3	-2.4	23	10	0	18
> COc1cccc(-c2ccc(-c3noc(-c4ccccc4F)n3)c(OC)n2)c1
    -4	-2	7	-8	4.0	15	12	-25	17
> CC(C)(C)c1cc(CCC(=O)NCC2CCCO2)cc(C(C)(C)C)c1O (centres undefined)
    -5	2	6	-9	0.4	19	5	-3	5
> COC(=O)c1cccc(S(=O)(=O)N2CCC(NC(=O)NC34CC5CC(CC(C5)C3)C4)CC2)c1
    -2	-2	13	9	16	-9	11	-4	12
> COc1cc(Cl)c(C)cc1NC(=O)c1cccc(OC)c1OC
    -3	-2	41*	-7	0.0	26	18	-15	16
> N#Cc1cc2c(nc1SCc1ccccc1)CCC2
    11	-1	6	13	0.4	-3	5	-1	8
